VHR inh abs: inhibitors of human VHR1 phosphatase (DUSP3); inhibition, % at 13.3 µM; 0.52% of 290,000 active; P51452; AID 1654; recombinant VHR phosphatase, pNPP absorbance; in the data active = inhibition above about 50%; also: some compounds called inactive have numbers as strong as hits
PriA SSB inh: inhibitors of Klebsiella pneumoniae PriA binding to SSB C-terminal tail. AlphaScreen SSBct-PriA binding, biotinylated peptide. inhibition, % at 33 µM. 0.6% of 430,000 active; in the data active = inhibition mostly above about 37%, no sharp cut-off; inactive = mostly below about 20%;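 also: plate controls were negative control peptide for no effect and reference peptide for full effect; strong numbers were not always called active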
TcdB inh: blocks C. difficile toxin B glycohydrolase activity. P18177. TcdB glycohydrolase enzymatic assay, plate reader. inhibition, % at 9.99 µM. 0.24% of 350,000 active. AID 652162; in the data active = inhibition above about 10%
Rv3671c protease: inhibits the M. tuberculosis serine protease Rv3671c; P9WHR9; inhibition, % at 5.96 µM; 0.048% of 320,000 active; AID 2606; in the data active = inhibition above about 38%;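 also: extracellular domain of Rv3671c used as enzyme; 0% = enzyme with DMSO and 100% = no enzyme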
Anthrax LF prot: anthrax lethal factor protease inhibition; P15917; multiplex microsphere protease cleavage assay, LF; inhibition, % at 10 µM; 0.12% of 360,000 active; in the data active = inhibition above about 30%; also: plate controls were buffer without enzyme for full effect and enzyme alone for no effect
Target sequence (P15917 whole entry, looked up): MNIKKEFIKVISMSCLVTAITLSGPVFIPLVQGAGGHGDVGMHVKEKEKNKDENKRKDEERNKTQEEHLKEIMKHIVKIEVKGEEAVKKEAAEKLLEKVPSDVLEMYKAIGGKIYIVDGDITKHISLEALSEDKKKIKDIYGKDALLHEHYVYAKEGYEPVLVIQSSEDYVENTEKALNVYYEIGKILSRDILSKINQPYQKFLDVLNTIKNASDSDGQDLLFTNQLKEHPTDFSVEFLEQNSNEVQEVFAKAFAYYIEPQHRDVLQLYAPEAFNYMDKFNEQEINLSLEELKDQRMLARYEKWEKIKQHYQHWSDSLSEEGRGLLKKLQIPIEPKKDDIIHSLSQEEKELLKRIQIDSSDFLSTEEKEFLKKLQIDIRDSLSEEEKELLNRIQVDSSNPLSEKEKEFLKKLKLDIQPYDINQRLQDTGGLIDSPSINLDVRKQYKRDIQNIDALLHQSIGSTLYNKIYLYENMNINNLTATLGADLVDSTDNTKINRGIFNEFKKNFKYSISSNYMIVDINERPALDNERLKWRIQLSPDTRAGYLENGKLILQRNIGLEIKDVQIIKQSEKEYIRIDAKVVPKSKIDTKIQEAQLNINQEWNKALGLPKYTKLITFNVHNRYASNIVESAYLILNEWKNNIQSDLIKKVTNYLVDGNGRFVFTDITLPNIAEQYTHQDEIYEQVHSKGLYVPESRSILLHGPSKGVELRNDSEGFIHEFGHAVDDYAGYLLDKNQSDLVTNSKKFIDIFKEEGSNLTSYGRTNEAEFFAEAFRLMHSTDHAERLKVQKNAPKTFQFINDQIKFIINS
MazF activator: MazEF (E. coli) toxin RNase activation. P0AE70. FAM/BHQ RNA-DNA oligo cleavage fluorescence, 5 h. activation, % at 20 µM. 0.32% of 350,000 active; in the data active = activation above about 50%
Target sequence (P0AE70 whole entry, looked up): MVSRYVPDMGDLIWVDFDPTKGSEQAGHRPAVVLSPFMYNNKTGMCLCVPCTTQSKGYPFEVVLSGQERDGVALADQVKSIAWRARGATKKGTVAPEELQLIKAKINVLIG
BH1578 lux ind: quorum light induction in luxS cqsA deficient V. cholerae | activation, % at 18.7 µM | V. cholerae BH1578 lux reporter, luminescence, 6 h | AID 588436 | 0.16% of 350,000 active; in the data active = activation mostly above about 9.7%, no sharp cut-off; also: not every result past the cut was called active; inactives centre near 0; reference of the scale not given here
Y pestis TopoI: blocks Yersinia pestis topoisomerase I activity | AID 504884 | activity, % at 10 µM | 0.064% of 360,000 active | Y. pestis Topo-I cleavage product accumulation, plate reader; in the data active = activity above about 50%, passing the limit was not always enough; also: inactives centre near 2
3CLpro inhibitor: SARS-CoV 3CLpro protease inhibition; recombinant SARS-CoV 3CLpro, quenched FRET peptide cleavage; inhibition, % at 6 µM; 0.14% of 290,000 active; AID 1706; in the data active = inhibition above about 12%
PfHsp40 yeast: rescue of PfHsp40-mediated yeast toxicity; S. cerevisiae expressing PfHsp40, growth rescue, ATP luminescence; growth rescue, % at 12.5 µM; 0.68% of 340,000 active; AID 504582; in the data active = growth rescue above about 28%, passing the limit was not always enough;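 also: yeast W303a lacking pdr1 and pdr3 grown in galactose medium; growth measured after three days at 30 °C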
An asterisk follows results filed as active; i = inactive; x = no result given; & = joins results of further samples. An excerpt; rates above refer to the full screens.

no.	canonical_smiles	Anthrax LF prot	VHR inh abs	PriA SSB inh	Rv3671c protease	BH1578 lux ind	MazF activator	TcdB inh	3CLpro inhibitor	Y pestis TopoI	PfHsp40 yeast
1	CC(=O)OCCNc1cc(SC(C)C)c2nonc2c1[N+](=O)[O-]	0	6	9	-1	-3.1	-5	0.9	1	-1	0.0
2	O=C(O)COc1ccc(/C=N/O)cc1Br	0	31	x	-2	i	5	1.6	-1	4	-0.5
3	COc1ccccc1-c1nc(C(=O)NCC2CCCO2)cc2c1[nH]c1ccccc12 (stereo not drawn)	0	25	-13	-22	-0.3	0	x	-1	6	3.1
4	CCOC(=O)[C@@H]1[C@H]2COc3cc(OC)ccc3[C@H]2N2C(=O)N(c3cccc(Cl)c3)C(=O)[C@]12C	-7	13	-5	3	i	1	x	2	-6	-1.1
5	NC(=O)C[n+]1cccc(CNC(=O)c2ccc(OC(F)F)cc2)c1	-4	-16	-15	-6	-0.2	2	0.4	0	5	0.5
6	O=C(NN1C(=O)C2C(c3ccccc3)C=CC(c3ccccc3)C2C1=O)c1ccncc1 (stereo not drawn)	0	32	-11	6	-0.3	5	-0.8	6	4	-0.1
7	COc1ccc(CCNS(=O)(=O)c2ccc3c(c2)NC(=O)C(C)S3)cc1OC (stereo not drawn)	0	-10	-2	3	-0.2	-11	3.5	-3	0	-1.9
8	COCn1c(-c2ccccc2)nc2ccccc21	-4	4	-9	8	-0.4	6	x	0	6	1.0
9	COC(=O)c1cccnc1-n1c(=O)c2cccnc2n(CC(=O)Nc2ccc(Br)cc2)c1=O	2	13	0	-8	-0.2	5	1.0	-2	15	1.5
10	COc1ccc(/C(N)=N/OC(=O)Cc2ccc(C)cc2)cc1OC	-1	5	x	-9	-0.3	-2	0.2	-4	13	1.6
11	COc1ccccc1CC(=O)Nc1ccc2c(c1)CCC2	-2	17	-6	-1	-0.3	8	x	1	14	2.3
12	S=C1NC2=C(CCC/C2=C\c2ccc(Cl)cc2)C(c2ccc(Cl)cc2)N1 (stereo not drawn)	2	-30	15	-4	-0.4	-4	0.0	9	-9	0.1
13	CCOC(=O)N1CCN(C(=O)COC(=O)COc2c(C)cc(C)cc2C)CC1	-4	x	-6	-3	5.6	6	-0.5	x	8	1.1
14	CCCN(CC#CCOc1ccc(OC)cc1)CCC	-2	27	-9	8	-0.8	2	x	3	-1	-0.3
15	CCN(CC)Cc1c(C(=O)N2CCc3ccccc3C2)nc2ccc(Cl)cn12	5	10	-13	3	-0.3	5	1.8	-3	2	0.2
16	Cc1ccc[n+](C(C(=S)NCc2ccco2)=C([O-])c2ccccc2Cl)c1	-6	x	3	x	x	4	-1.5	x	-4	-1.3
17	Cc1ccc(NC(=O)CO/N=C(\N)c2ccccc2)cc1C	8	x	i	-2	0.4	-6	0.8	x	4	-0.2
18	CCO/N=C/c1ccc(OC)c(Oc2nc(OC)cc(OC)n2)c1	-1	-2	x	-2	0.0	3	1.2	5	2	-1.0
19	C[C@H](CO)N1C[C@H](C)[C@@H](CN(C)S(=O)(=O)c2ccccc2)Oc2ccc(NC(=O)CCC(F)(F)F)cc2C1=O	-1	x	-29	-1	0.4	2	0.6&-0.9	x	-6	0.8
20	CC(=O)OC1CCC2(C)C(CCC3C2CC(=O)C2(C)C3CC(N3CC3)C2C(C)=O)C1 (stereo not drawn)	-5	x	-2	x	i	1	-0.2	x	26	9.5
21	CN(C)C(=O)c1nc2ccccc2s1	0	2	-6	-5	-0.3	2	0.4	-4	-4	-0.3
22	Cc1noc(C)c1COc1ccc(C(=O)NNC(=O)c2ccccc2O)cc1	1	x	-15	6	-2.5	-4	4.8	x	-7	0.8
23	CC1CCCN(c2ccc3nc4ccccc4c(=O)n3n2)C1 (stereo not drawn)	-4	10	-5	-5	-0.2	10	2.2	-1	10	0.5
24	Cc1ncsc1C(=O)N1CCCC(CNS(=O)(=O)c2cccs2)C1 (stereo not drawn)	-3	34	-5	1	i	1	-0.1	1	-5	-1.0
25	N#CCCN(Cc1cccnc1)C(=S)NC1CC2C=CC1C2 (stereo not drawn)	-10	13	-10	5	-0.9	5	0.8	1	-2	-0.6

More records.
no.	canonical_smiles	Anthrax LF prot	VHR inh abs	PriA SSB inh	Rv3671c protease	BH1578 lux ind	MazF activator	TcdB inh	3CLpro inhibitor	Y pestis TopoI	PfHsp40 yeast
26	O=C(CN(C(=O)Cn1nnc(-c2ccc(F)cc2)n1)C1CCCC1)NC1CCCC1	0	10	-13	2	-2.5	-7	x	-4	0	-0.6
27	COc1ccc(OC)c(CNn2c(-c3cccc(C)c3)nc3ccccc3c2=O)c1	-5	22	6	-1	-0.6	2	x	5	19	0.2
28	Cn1c(CNC(=O)c2ccco2)nnc1SCC(=O)c1ccc(Br)cc1	0	1	-6	3	-0.5	-12	0.5	1	13	0.0
29	CCOC(=O)c1cnc(SCC(=O)Nc2ccc3c(c2)OCCO3)nc1N	-8	24	-2	1	0.7	2	x	-6	-7	1.2
30	COc1ccc(NC(=O)CN(C)S(=O)(=O)c2ccc3c(c2)c(=O)n(C)c(=O)n3C)cc1	-2	32	-1	-6	0.5	1	0.7	0	-1	0.1
31	CCC(C)(C)NC(=S)Nc1ccc(-c2nc3ccc(C)cc3s2)cc1	0	-7	-3	-13	-0.1	-7	-1.2	0	3	0.9
32	COc1ccccc1C(=O)Nc1c2c(nn1-c1ccc(Cl)cc1)CS(=O)(=O)C2	0	8	-1	6	-1.5	-13	-0.3	-4	-12	-0.4
33	COCc1cccc(-c2csc(C(NC(C)=O)c3cccc(OC)c3)n2)c1 (stereo not drawn)	-4	x	x	x	i	x	1.0	x	22	x
34	CC(=O)N1c2ccc(S(=O)(=O)N(C)Cc3ccco3)cc2CC1C (stereo not drawn)	-1	39	-14	-6	i	12	0.3	0	2	-1.0
35	Cc1ccc(S(=O)(=O)Nc2ccc(Nc3nccn4c(-c5ccccc5Oc5ccccc5)cnc34)cc2)cc1	-2	x	x	x	-0.6	x	-3.6	x	-4	x
36	COCC(=O)Nc1cccc(C(F)(F)F)c1	3	-16	-20	6	5.0	-2	x	-6	2	-0.8
37	CC(=O)Nc1cc(C(=O)OCc2cccc([N+](=O)[O-])c2)ccc1C	-2	30	-7	3	-0.8	-5	0.8	-1	-7	-0.4
38	COC(=O)CN1C(=S)N(c2ccc(F)cc2)C(=O)C1CC(=O)Nc1ccc(F)cc1 (stereo not drawn)	0	-3	-5	2	-0.6	5	1.7	-3	-6	-0.4
39	O=C(COc1ccccc1[N+](=O)[O-])N(Cc1ccco1)C1CCS(=O)(=O)C1 (stereo not drawn)	0	15	-1	-6	-2.1	5	-8.2	2	2	-0.2
40	O=C(Cc1ccc(N2CCNC2=O)cc1)N1CCCC(Nc2cccc(F)c2)C1 (stereo not drawn)	3	-14	-5	-8	i	5	1.2	-2	-1	-0.6
41	CCOC(=O)C1CCN(S(=O)(=O)c2cccc(-c3cn4cc(C)ccc4n3)c2)CC1	2	33	-19	-5	x	2	0.8	0	8	2.3
42	Cc1ccccc1C(=O)NC(=S)NCc1ccccc1	x	6	-11	-2	i	0	1.7	-4	-6	13
43	O=C(Nc1cccc(F)c1)NC1CCCCCCC1	-2	19	-13	x	-0.3	-1	3.8	3	0	2.7
44	COc1cc(NS(=O)(=O)c2ccc(NC(=O)/C(=C\c3ccccc3OC)NC(=O)c3ccccc3)cc2)nc(OC)n1	0	-4	-3	-9	-0.6	2	-0.5	6	21	0.7
45	CCOC(=O)N1CCc2c(sc(N)c2C#N)C1	x	-10	-2&-10	0	x	-16	1.7	-5	x	x
46	CC1Cc2ccccc2N1c1ncnc(N)c1[N+](=O)[O-] (stereo not drawn)	-3	10	1	4	-0.1	3	1.5	1	-9	13
47	CCN(CC(=O)N1CCc2ccccc2C1)S(=O)(=O)c1ccc2ccccc2c1	0	-17	-24	-3	0.8	-6	x	0	3	-1.9
48	Cc1cc(NC(=O)CSc2sc3c(O)cc(=O)[nH]c3c2C#N)ccc1Br	6	10	4	-15	i	6	0.9	-9	11	0.1
49	CCCCn1c(CCNC(=O)c2cccs2)nc2ccccc21	-2	1	-5	-1	-0.2	6	x	4	6	0.4
50	COc1cccc(C2=NOC(C(=O)Nc3cccnc3Cl)C2)c1 (stereo not drawn)	-1	11	-13	-1	-0.4	1	0.0	-2	0	0.5
51	O=C(Nc1cccc2ccccc12)NC(Cc1ccccc1)C(=O)O (stereo not drawn)	13	10	-2	3	-1.1	5	-0.5	2	-3	0.2
52	CN(C)c1nc2sc3c(c2c(=O)n1C)CC(C)(C)OC3	-4	60*	-8	6	-1.4	0	x	1	5	-0.3
53	CSc1ccc(C2=C/C(=C3/SC(=S)NC3=O)c3ccccc3O2)cc1	-2	x	0	x	-0.5	-9	0.4	x	4	-1.3

Quoted at random: 5 records from the list.
no.	canonical_smiles	Anthrax LF prot	VHR inh abs	PriA SSB inh	Rv3671c protease	BH1578 lux ind	MazF activator	TcdB inh	3CLpro inhibitor	Y pestis TopoI	PfHsp40 yeast
49	CCCCn1c(CCNC(=O)c2cccs2)nc2ccccc21	-2	1	-5	-1	-0.2	6	x	4	6	0.4
41	CCOC(=O)C1CCN(S(=O)(=O)c2cccc(-c3cn4cc(C)ccc4n3)c2)CC1	2	33	-19	-5	x	2	0.8	0	8	2.3
31	CCC(C)(C)NC(=S)Nc1ccc(-c2nc3ccc(C)cc3s2)cc1	0	-7	-3	-13	-0.1	-7	-1.2	0	3	0.9
39	O=C(COc1ccccc1[N+](=O)[O-])N(Cc1ccco1)C1CCS(=O)(=O)C1 (stereo not drawn)	0	15	-1	-6	-2.1	5	-8.2	2	2	-0.2
47	CCN(CC(=O)N1CCc2ccccc2C1)S(=O)(=O)c1ccc2ccccc2c1	0	-17	-24	-3	0.8	-6	x	0	3	-1.9

Shown in transposed form: part of the list above.
[38] COC(=O)CN1C(=S)N(c2ccc(F)cc2)C(=O)C1CC(=O)Nc1ccc(F)cc1 (stereo not drawn)
[27] COc1ccc(OC)c(CNn2c(-c3cccc(C)c3)nc3ccccc3c2=O)c1
Screen / compound no.	38	27
Anthrax LF prot	0	-5
VHR inh abs	-3	22
PriA SSB inh	-5	6
Rv3671c protease	2	-1
BH1578 lux ind	-0.6	-0.6
MazF activator	5	2
TcdB inh	1.7	x
3CLpro inhibitor	-3	5
Y pestis TopoI	-6	19
PfHsp40 yeast	-0.4	0.2
